Bioassay records: PubChem, National Center for Advancing Translational Sciences (NCATS)
15-hLO inh – blocks human 15-lipoxygenase activity. P16050. purified 15hLO-1, xylenol orange hydroperoxide absorbance. Potency, µM (series often up to 57.1 µM), inactives show at the highest dose activity change, negative = inhibition, most hits filed as inhibitors. 1.4% of 74,000 active; further: potency means the concentration at half of the fitted maximal effect; on the % scale 0 is the no-effect control and ±100 the full control effect; nearly all actives have a fitted effect of over 55% in size
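Inhibition is scored from a chromogenic endpoint. After 15 min enzyme-compound contact, arachidonic acid (50 uM final) reacts 6 min with 40 nM 15hLO-1 at room temperature, then Fe-XO reagent is added for 30 min and absorbance ratio recorded.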
UbGFP stabilizer – inhibits proteasome, raising ubiquitin-GFP reporter fluorescence; Ubiquitin-GFP reporter cells, proteasome inhibition, GFP fluorescence; response scale: untreated = 0%, 10 µM MG-132 = 100%; 67,000 tested, under 10 active; Potency, µM (titrated, usually from 45.9 µM), for inactives: at the highest dose activation (GFP accumulation), hits mostly activators; active means well fitted activation curve with a large enough effect, not every such curve was filed as active; inconclusive means small, poorly fitted or top-dose-only effect, or another doubt; inactive means no such curve, though single readings can be large or run the other way; further: potency means the concentration at half of the fitted maximal effect
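Reporter cells (U2OS, ubiquitin-G76V-GFP fusion) are plated overnight, then treated 4 hr at 37 °C with compound titrations from 46 uM down to 2.9 nM. Activity is scaled against untreated cells and 10 uM MG-132.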
ERK AVP inh – blocks ERK signaling stimulated by vasopressin. HEK293-V1b, vasopressin-stimulated pERK AlphaScreen. Potency, µM (top dose mostly 57.5 µM), for inactives: at the top dose activity, negative = inhibition, actives largely listed as inhibitors. 0.99% of 72,000 active; further: potency means the concentration at half of the fitted maximal effect; on the % scale 0 is the no-effect control and ±100 the full control effect; nearly all actives have a fitted effect of over 55% in size
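V1b-HEK293 cells; cpd 30 min 37C; 25 nM vasopressin 5 min; lyse 10 min; AlphaScreen beads 5 hr RT. Normalized to DMSO basal and 25 nM vasopressin; AC50 by Hill fit.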
FLuc inh – firefly luciferase inhibition; P08659; purified firefly luciferase, luminescence, 8 min; Potency, µM (doses to about 57.1 µM), inactives show top-dose activity change, negative = inhibition, hits mostly inhibitors; 2.2% of 72,000 active; AID 411; further: potency means the concentration at half of the fitted maximal effect; on the % scale 0 is the no-effect control and ±100 the full control effect; nearly all actives have a fitted effect of over 40% in size
Target sequence (P08659 whole entry, looked up): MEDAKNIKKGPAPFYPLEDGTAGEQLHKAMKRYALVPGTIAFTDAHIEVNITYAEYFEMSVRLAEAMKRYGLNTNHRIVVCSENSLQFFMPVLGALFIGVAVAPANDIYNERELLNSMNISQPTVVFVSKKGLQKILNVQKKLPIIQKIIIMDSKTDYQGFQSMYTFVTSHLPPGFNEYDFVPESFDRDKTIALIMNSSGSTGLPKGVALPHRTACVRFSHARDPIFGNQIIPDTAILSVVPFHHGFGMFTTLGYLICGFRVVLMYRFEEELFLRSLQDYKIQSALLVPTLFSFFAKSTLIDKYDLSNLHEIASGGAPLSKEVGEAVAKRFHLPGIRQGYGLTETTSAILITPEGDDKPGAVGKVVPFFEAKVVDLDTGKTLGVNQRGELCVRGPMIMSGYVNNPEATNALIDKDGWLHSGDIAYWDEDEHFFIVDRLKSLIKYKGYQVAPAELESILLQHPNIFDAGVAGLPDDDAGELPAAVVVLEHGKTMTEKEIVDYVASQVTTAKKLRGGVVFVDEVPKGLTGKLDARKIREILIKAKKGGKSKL
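Firefly luciferase (PKLight detection mix) with 10 uM ATP in pH 7.2 imidazole buffer (KCl, MgCl2, Tween 20, BSA). Compounds tested across a concentration series (qHTS). Luminescence read after 8 min at ambient temperature.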
CRE-bla Fsk – modulators of forskolin-stimulated CRE signaling in CHO cells. CHO CRE-bla reporter (cAMP response element driving beta-lactamase), forskolin EC10, beta-lactamase ratio. Potency, µM (top dose mostly 38.2 µM), for inactives: at the top dose activity change, negative = inhibition, usual class: activators. 2.5% of 71,000 active; active means well fitted activation curve with a large enough effect in the signal ratio, with a control signal flat, not every such curve was filed as active; inconclusive means small, poorly fitted or top-dose-only effect, or effect the other way, or a change in a side signal; the % refers to the signal ratio; further: potency means the concentration at half of the fitted maximal effect; % of control where 0% means no effect
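CHO CRE-bla cells, overnight plating in Opti-MEM with 0.5% dialyzed FBS; cpd titration + EC10 NKH 477, 3 h 37 °C; CCF4 2 h RT; ex 405/em 460 vs 530 ratio → %Activity, AC50.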
HBB splicing – hemoglobin beta splicing modulation; HBB splicing reporter cell assay, activation; EGFP reporter with mutant IVS2-654 intron; response scale: normalised to 500 nM splice-correcting PNA; Potency, µM (doses to about 46.1 µM), inactives show at the top dose activation, usual class: activators; 0.06% of 65,000 active; further: potency means the concentration at half of the fitted maximal effect; 0% is about no effect
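Compounds were applied for 2 days to HeLa EGFP-654 cells, 500/well in Optimem with 2% FCS. The reporter's EGFP is disrupted by mis-splicing of beta-globin intron IVS2-654. Readout: summed well GFP fluorescence from 488 nm laser scanning; reference was 500 nM antisense […] 654 PNA.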
HADH2 inhib – inhibitors of human HADH2 dehydrogenase | Q99714 | recombinant HADH2, NADH fluorescence, beta-hydroxybutyryl-CoA | Potency, µM (titrated, usually from 57.1 µM), for the others: at the top dose activity change, negative = inhibition, hits mostly inhibitors | 3.4% of 73,000 active | AID 886; further: potency means the concentration at half of the fitted maximal effect; on the % scale 0 is the no-effect control and ±100 the full control effect; nearly all actives have a fitted effect of over 60% in size; many of its hits are not listed in these tables
Target sequence (Q99714 whole entry, looked up, one chain of several): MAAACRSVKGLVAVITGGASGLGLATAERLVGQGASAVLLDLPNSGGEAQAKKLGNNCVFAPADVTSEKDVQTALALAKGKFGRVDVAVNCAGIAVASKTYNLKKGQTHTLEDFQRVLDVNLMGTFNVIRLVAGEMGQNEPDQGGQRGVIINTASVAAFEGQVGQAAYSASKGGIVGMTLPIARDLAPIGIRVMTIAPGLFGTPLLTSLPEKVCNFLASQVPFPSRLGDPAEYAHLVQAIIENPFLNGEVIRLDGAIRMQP
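Read-out: 360 nm excitation, 450 nm emission, kinetic over 4 min. Conditions: His-tagged human HADH2 20 nM, pH 9.0 Tris with Tween-20, 1 mM NAD+, 90 uM beta-hydroxybutyryl-CoA.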
Tau filament bind – binds recombinant human tau filaments; P10636; recombinant tau filaments, thioflavin S fluorescence, 15 h; filaments grown with octadecylsulfate alongside compound; Potency, µM (doses to about 57.1 µM), inactives show at the highest dose activity change, negative = inhibition; 2% of 71,000 active; AID 596;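 further: potency means the concentration at half of the fitted maximal effect; on the % scale 0 is the no-effect control and ±100 the full control effect; actives lower thioflavin S fluorescence by blocking filaments or displacing dye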
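His-tagged recombinant human tau (exons 2, 3, 10; 1 uM final) fibrillized with 30 uM sodium octadecylsulfate, 15 h at 37 C, in pH 7.4 HEPES buffer with 10 uM thioflavine S and 5 mM DTT. Reduced ThS fluorescence (450/510 nm) marks activity.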
DNA Pol III inh – inhibitors of bacterial DNA polymerase III holoenzyme | reconstituted DNA polymerase III holoenzyme replication, biochemical | Potency, µM (doses to about 57.1 µM), without a hit: at the top dose activity change, negative = inhibition | 0.25% of 71,000 active; further: potency means the concentration at half of the fitted maximal effect; on the % scale 0 is the no-effect control and ±100 the full control effect
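Reconstituted *E. coli* holoenzyme (0.35 nM Pol III, 1 nM beta, 154 nM SSB, 2 nM primase) was preincubated with compound for 15 min at RT. Synthesis on 1.4 nM ssM13Gori ran 35 min, then was stopped with PicoGreen/EDTA and read as dsDNA fluorescence.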
Epigenetic mod – derepresses silenced GFP locus in mouse C127i cells; mouse C127i GFP locus derepression, cytometry, 30 h; Potency, µM (top dose mostly 46.1 µM), for the others: at the top dose GFP derepression (activation); 0.09% of 68,000 active; further: % of control where 0% means no effect
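Locus derepression in mouse mammary C127i cells whose integrated CMV-GFP reporter is normally silent; GFP expression after 30 h compound treatment was quantified by counting fluorescent cells.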
Hsp90 Hop PPI – changes Hsp90-Hop TPR2A binding signal, up or down; Potency, µM (series often up to 57 µM), inactives show at the highest dose activity change, negative = inhibition; 0.44% of 71,000 active; AlphaScreen TPR2A-His6 binding biotin-Hsp90 C-terminal peptide; active means well fitted curve in either direction with a large enough effect; inconclusive means small, poorly fitted or top-dose-only effect, or another doubt; further: potency means the concentration at half of the fitted maximal effect; on the % scale 0 is the no-effect control and ±100 the full control effect; many of its hits are not listed in these tables
Starred values were filed as active, the others as inactive; ? = inconclusive; · = no result given; & = joins results of further samples; [ ] = another dose, or the depositor's remark. Unless noted, the call rests on the fitted dose curve; in most records, active means well fitted curve in the direction sought with a large enough effect; inconclusive means small, poorly fitted or top-dose-only effect, or another doubt; inactive means no such curve, though single readings can be large; an effect the other way counts as inactive or inconclusive. Some of the compounds tested; the hit share may differ from the screen's.

SMILES	15-hLO inh	UbGFP stabilizer	ERK AVP inh	FLuc inh	CRE-bla Fsk	HBB splicing	HADH2 inhib	Tau filament bind	DNA Pol III inh	Epigenetic mod	Hsp90 Hop PPI
CC1(C)Cc2c(sc3c2c(=N)n(Cc2ccco2)c(=O)n3CC(=O)Nc2ccccc2)CO1	-9%	4%	-22%	1%	?	0.9%[0.369 µM]	-2%	11%	-1%	4%	-16%
O=C(c1cc(-c2ccc(Cl)c(Cl)c2)on1)N1CCCCC1	-4%	1%	35%	-6%	?	0.1%	3%	7%	-3%	1%	4%
O=C(CSc1n[nH]c(-c2ccccc2)n1)c1ccccc1	3%	-12%	·	1%	-6%	-0.4%	11%	-20%	-5%	·	2%
COC(=O)n1c(SC)nc2ccccc21	2%	4%	-23%	2%	10µM*	3.2%[0.369 µM]	-8%	-14%	4%	0%	-3%
CN1CCN(CCCNC(=O)C2CC(=O)N(C3CCCCC3)C2)CC1 (centres undefined)	5%	-3%	-11%	1%	-9%	-2.0%[0.369 µM]	?	0%	-5%	0%	-4%
O=C(O)[C@H]1CCc2ccc3ccccc3c2[C@H]1c1cccc2ccccc12	2%[11.4 µM]	-12%[9.17 µM]	6%[11.5 µM]	4%[11.4 µM]	1%[7.6 µM]	4.6%[9.22 µM]	6%[11.4 µM]	3%[11.4 µM]	-8%[11.4 µM]	-1%[9.22 µM]	-2%[11 µM]
O=c1[nH]c(CSc2nnc(-c3ccncc3)n2Cc2ccco2)nc2ccccc12	0%	-5%	4%	1%	?	·	-7%	7%	-2%	-2%	-1%
Cc1oc(C)c(C(=O)O)c1COc1ccc(C(=O)O)cc1	8%	-5%	-10%	4%	-4%	-0.7%	1%	-3%	-3%	0%	-2%
CC(=O)NC12CC3CC(C1)CC(C(=O)Nc1nccs1)(C3)C2	-19%	-4%	-8%	0%	-7%	-1.7%	5%	8%	-2%	3%	0%
COCCCN1C(=O)C(=O)/C(=C(/O)c2ccc(OC)cc2)C1c1ccc(O)c(OC)c1 (centres undefined)	11%	-3%	10%	-2%	-11%	-0.3%[57.5 µM]	-10%	3%	1%	1%	1%
COc1ccccc1-n1c(SCC(N)=O)nnc1-c1ccccc1	12%	3%	-8%	2%	-7%	-0.4%[57.5 µM]	-2%	0%	-2%	-1%	-3%
CCc1cc2c(nc1CC)CCN(CC/C(C)=N/O[C@@H]1O[C@H](COC(C)=O)[C@H](OC(C)=O)[C@H](OC(C)=O)[C@H]1OC(C)=O)C2	2%[11.4 µM]	·	11%[11.5 µM]	-1%[11.4 µM]	·	0.6%[9.22 µM]	9%[11.4 µM]	·	·	·	·
O=C1c2ccc(-c3nc4ccccc4o3)cc2C(=O)N1Cc1cccnc1	-4%	-3%	5%	0%	?	0.0%	27%	3%	-3%	9%	-5%
Cc1ccc(CN(C)C(=O)c2ccccc2Oc2ccccc2)o1	-4%	5%	0%	-10%	-18%	-0.2%[57.5 µM]	-16%	11%	0%	24%	-3%
COC(=O)C(C)n1cnc2c(cnn2-c2ccc(Cl)cc2)c1=O (centres undefined)	9%	-14%	-3%	-7%	?	-2.7%	19%	2%	0%	3%	1%
COCCn1c(N)c(NCc2ccccc2)c(=O)n(CC(=O)Nc2cc(C)ccc2C)c1=O	-9%	-7%	-2%	-11%	?	-0.7%	20%	-2%	1%	0%	-2%
O=c1c2ccccc2nc(-c2ccco2)n1Cc1ccccc1	-6%	0%	-14%	-8%	?	-2.0%	5%	1%	-4%	4%	-4%
CC(=O)NCC(=O)NC(C(=O)Nc1ccc2c(c1)OCCO2)c1ccccc1 (centres undefined)	-20%	2%	17%	2%	-6%	0.3%	2%	7%	12%	4%	?
COc1ccc(-n2nnc3c(=O)n(CC(=O)N4CCC(Cc5ccccc5)CC4)cnc32)cc1	9%	-3%	·	-5%	-8%	-0.3%	12%	134%	1%	·	-4%
CCOc1ccccc1-c1nc(-c2ccc(C)nc2OC)no1	-4%	-5%	8%	?	?	·	29%	30%	-7%	4%	?
c1ccc2c(-c3nnc4n3CCCCC4)c[nH]c2c1	13%	-2%	3%	2%	0%	-0.4%	1%	1%	-11%	-1%	-2%
CC(C)N1C(=S)SC2CS(=O)(=O)C=C21 (centres undefined)	1%	-3%	-10%	-1%	-11%	-0.5%	-9%	-13%	-1%	-5%	-6%
c1ccc(C(c2nnnn2C2CCCC2)N2CCCCCC2)nc1 (centres undefined)	8%	-5%	-17%	3%	-8%	·	10%	6%	-9%	5%	?
CCOc1ccc(NC(=O)COC(=O)c2cccnc2)cc1	11%	6%	-2%	0%	-1%	·	11%	-8%	-5%	-1%	-5%

A second format for two compounds above.
compound,15-hLO inh,UbGFP stabilizer,ERK AVP inh,FLuc inh,CRE-bla Fsk,HBB splicing,HADH2 inhib,Tau filament bind,DNA Pol III inh,Epigenetic mod,Hsp90 Hop PPI
COCCn1c(N)c(NCc2ccccc2)c(=O)n(CC(=O)Nc2cc(C)ccc2C)c1=O,-9%,-7%,-2%,-11%,?,-0.7%,20%,-2%,1%,0%,-2%
c1ccc(C(c2nnnn2C2CCCC2)N2CCCCCC2)nc1 (centres undefined),8%,-5%,-17%,3%,-8%,·,10%,6%,-9%,5%,?

Further compounds.
SMILES	15-hLO inh	UbGFP stabilizer	ERK AVP inh	FLuc inh	CRE-bla Fsk	HBB splicing	HADH2 inhib	Tau filament bind	DNA Pol III inh	Epigenetic mod	Hsp90 Hop PPI
NS(=O)(=O)c1cc2c(cc1Cl)NC(CSCc1ccccc1)=NS2(=O)=O	4%	-3%[20.5 µM]	9%	1%&7%[25.5 µM]	-7%[17.1 µM]	1.5%[20.6 µM]	-6%[25.6 µM]	0%[25.6 µM]	4%[25.6 µM]	0%&0%[20.6 µM]	-3%[26 µM]
O=C(NCC1CCCO1)c1csc2c1CCCCC2 (centres undefined)	11%	2%	1%	-2%	11%	-1.0%	3%	2%	0%	-1%	0%
CS(=O)(=O)c1ccc2nc(NC(=O)C3CCCCC3)sc2c1	-2%	-5%	-10%	-7%	13%	-1.2%	-2%	-8%	2%	2%	-3%
O=C(CCN1C(=O)C2C3C=CC(C3)C2C1=O)Nc1c(F)cccc1F (centres undefined)	16%	-12%	-3%	4%	10%	-0.8%	12%	-1%	0%	-4%	1%
c1coc(CNC2CCCCCCC2)c1	3%	-4%	5%	2%	5%	·	6%	-6%	-6%	-2%	2%
O=C(CC1NC2CCCCC2NC1=O)Nc1ccc2c(c1)OCO2 (centres undefined)	-5%	-2%	-13%	0%	-3%	-0.1%	-2%	3%	-1%	2%	-3%
CCOC(=O)C1(CCSC)NC(c2ccco2)C2C(=O)N(CC)C(=O)C21 (centres undefined)	9%	0%	3%	2%	5%	·	?	-2%	-1%	-2%	-1%
COc1cc(OC)cc(C2C(C#N)=C(N)Oc3n[nH]c(-c4cccnc4)c32)c1 (centres undefined)	2%	-4%	?	2%	-7%	0.1%	?	9%	-2%	0%	-5%
COc1cc2c(cc1OC)C(C(=O)Nc1cccc(C)n1)C(c1cccnc1)N(C)C2=O (centres undefined)	?	-7%	1%	0%	8%	-1.2%	10%	6%	1%	6%	-1%
CCC(C)(C)n1nnnc1C(c1cc(OC)c(OC)c(OC)c1)N1CCN(c2ccccc2)CC1 (centres undefined)	5%	-1%	4%	0%	-1%	-1.8%	3%	-3%	-2%	2%	-3%
O=C(NCc1cccnc1)C1CCCN(S(=O)(=O)c2ccc(Br)cc2)C1 (centres undefined)	-1%	8%	?	1%	-12%	1.5%	1%	2%	-4%	2%	-5%
COc1cc2ccc([C@H](C)NCC#N)cc2cc1OC	5%[11.4 µM]	3%[9.17 µM]	-13%[11.5 µM]	2%[11.4 µM]	1%[7.6 µM]	2.1%[9.22 µM]	6%[11.4 µM]	0%[11.4 µM]	13%[11.4 µM]	3%[9.22 µM]	-3%[11 µM]
Cc1ccc(OCC(O)Cn2c(NCCc3ccccc3)nc3c2c(=O)[nH]c(=O)n3C)cc1 (centres undefined)	2%	0%	5%	0%	8%	3.5%	12%	3%	0%	-3%	-4%
